Compound activity from PubChem.
PI4K2A inh: inhibitors of human PI4K2A; Q9BTU6; purified PI4K2A, ADP-Glo luminescence, 1 h; hits give low values; activity change, negative = inhibition, % at 76.9 µM; 420,000 compounds, 0.13% hits; AID 1346378; in the data active means activity change below about -50%; inconclusive means mostly about -30% to -49%;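 further: -100% = wells without enzyme as full effect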
Target sequence (Q9BTU6 whole entry, looked up): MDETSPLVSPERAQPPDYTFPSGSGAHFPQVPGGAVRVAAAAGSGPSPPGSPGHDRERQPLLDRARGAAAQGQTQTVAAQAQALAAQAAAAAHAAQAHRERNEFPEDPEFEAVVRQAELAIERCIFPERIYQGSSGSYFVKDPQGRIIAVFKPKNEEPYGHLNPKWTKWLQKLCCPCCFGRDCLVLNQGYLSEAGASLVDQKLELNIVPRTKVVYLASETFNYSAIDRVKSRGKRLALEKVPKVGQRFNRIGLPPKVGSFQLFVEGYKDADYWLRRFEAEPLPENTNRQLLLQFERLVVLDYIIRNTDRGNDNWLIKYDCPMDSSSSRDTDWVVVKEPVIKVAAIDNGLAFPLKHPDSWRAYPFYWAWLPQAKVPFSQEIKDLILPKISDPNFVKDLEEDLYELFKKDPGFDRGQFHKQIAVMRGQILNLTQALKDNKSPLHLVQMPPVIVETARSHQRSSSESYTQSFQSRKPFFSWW
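PI4K2A activity was measured by ADP-Glo luminescence: enzyme (4 ug/mL stock) and phosphatidylinositol (1.2 mM stock) in Tris pH 7.5/MgCl2/EGTA/Triton X-100 buffer were reacted with ATP (300 microM stock) for one hour at ambient temperature.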
Tb PGK inh: inhibitors of T. brucei phosphoglycerate kinase | Potency, µM (titrated, usually from 57.5 µM), inactives show top-dose activity change, negative = inhibition, actives largely listed as inhibitors | P07378 | PGK/GAPDH coupled, Kinase-Glo luminescence, 60 min | AID 602233 | 380,000 compounds, 0.043% hits; further: potency means the concentration at half of the fitted maximal effect; on the % scale 0 is the no-effect control and ±100 the full control effect; nearly all actives have a fitted effect of over 60% in size
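Luminescent ATP detection (Kinase-Glo Plus) follows a 60-minute room-temperature incubation, with wells lacking PGK as controls. Buffer: 100 mM TEA (pH 7.6), 5 mM MgCl2, 0.01% Tween-20. Coupling enzyme GAPDH (100 nM final) supplies unstable 1,3-BPG in-well.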
HP1b chromo inh: HP1-beta chromodomain-methylated histone interaction inhibition; AlphaScreen HP1-beta / biotin-H3K9me3 peptide binding; P83916; 390,000 compounds, 0.56% hits; Potency, µM (titrated, usually from 114 µM), without a hit: at the top dose activity change, negative = inhibition, actives largely listed as inhibitors; further: potency means the concentration at half of the fitted maximal effect; nearly all actives have a fitted effect of over 70% in size; inactives centre near 23
Target sequence (P83916 whole entry, looked up): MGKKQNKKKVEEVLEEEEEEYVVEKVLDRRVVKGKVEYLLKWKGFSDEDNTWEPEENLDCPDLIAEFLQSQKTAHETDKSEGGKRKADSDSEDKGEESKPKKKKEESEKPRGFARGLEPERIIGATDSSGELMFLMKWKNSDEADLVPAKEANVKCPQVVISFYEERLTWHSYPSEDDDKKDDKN
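HP1-beta protein (50 nM final) preincubated 30 min at room temperature with biotinylated H3(1-18)K9me3 peptide (50 nM) in PBS pH 7.4, 0.01% Tween-20, then compound added for 30 min. AlphaScreen streptavidin donor/nickel chelate acceptor beads (10 ug/mL final), 30 min dark, luminescence read.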
ERG-DNA inh: inhibitors of human ERG Ets domain-DNA interaction | P11308 | fluorescence polarization, His-ERG Ets domain / labelled DNA | Potency, µM (titrated, usually from 76.9 µM), for inactives: at the highest dose FP activity, negative = inhibition, hits mostly inhibitors | 370,000 compounds, 0.028% hits; active means well fitted inhibition curve with a large enough effect in the polarisation, with a control signal flat; inconclusive means small, poorly fitted or top-dose-only effect, or effect the other way, or a change in a side signal; inactive means no such curve, though single readings can be large or run the other way; the % refers to the polarisation;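 further: polarization taken with two DNA probes labelled with fluorescein and Texas red; potency means the concentration at half of the fitted maximal effect; % of control where 0% means no effect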
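His-tagged ERG Ets domain (1 uM in the protein solution; 300mM KCl, 50mM Tris-HCl, 1mM EDTA, 1mM DTT, pH 7.5) received compound, then a probe mix of 5 nM fluorescein-DNA and 100nM Texas-615-DNA. Fluorescence polarization was read for both dyes.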
Pin1 inh: blocks the human prolyl isomerase Pin1; Q13526; Pin1 FP peptide displacement, HiFluor488, 10 min; Potency, µM (series often up to 115 µM), without a hit: at the top dose activity, negative = inhibition, hits mostly inhibitors; 390,000 compounds, 0.009% hits; active means well fitted inhibition curve with a large enough effect in the polarisation, with a control signal flat, not every such curve was filed as active; inconclusive means small, poorly fitted or top-dose-only effect, or effect the other way, or a change in a side signal; inactive means no such curve, though single readings can be large or run the other way; the % refers to the polarisation; further: potency means the concentration at half of the fitted maximal effect; on the % scale 0 is the no-effect control and ±100 the full control effect
G9a inh: G9a (human) methyltransferase inhibition; Q96KQ7; G9a H3K9 monomethylation, AlphaScreen, 2 h; Potency, µM (top dose mostly 102 µM), for the others: at the top dose activity, negative = inhibition, actives largely listed as inhibitors; 350,000 compounds, 8.8% hits; further: potency means the concentration at half of the fitted maximal effect; on the % scale 0 is the no-effect control and ±100 the full control effect; nearly all actives have a fitted effect of over 75% in size
Target sequence (Q96KQ7 913-1193 limits assumed): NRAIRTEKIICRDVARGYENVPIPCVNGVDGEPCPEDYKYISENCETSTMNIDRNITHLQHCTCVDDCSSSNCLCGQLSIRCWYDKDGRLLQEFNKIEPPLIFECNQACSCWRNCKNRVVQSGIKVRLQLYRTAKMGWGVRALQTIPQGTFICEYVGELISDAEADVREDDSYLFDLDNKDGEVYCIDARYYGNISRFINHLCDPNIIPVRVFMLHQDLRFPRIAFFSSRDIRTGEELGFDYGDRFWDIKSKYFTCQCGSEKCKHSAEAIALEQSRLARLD
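Compounds were preincubated with 20 nM G9a for 15 min, after which biotinylated H3K9 peptide (500 nM) and SAM (20 uM) started a 2 h room-temperature reaction. Monomethylated product was quantified by antibody-based AlphaScreen chemiluminescence.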
JMJD2A Tudor: JMJD2A Tudor domain (human) inhibition; O75164; AID 504339; AlphaScreen JMJD2A-Tudor / H3K4me3 peptide binding; Potency, µM (titrated, usually from 114 µM), for the others: at the top dose activity change, negative = inhibition, actives largely listed as inhibitors; 390,000 compounds, 4.4% hits; further: potency means the concentration at half of the fitted maximal effect; on the % scale 0 is the no-effect control and ±100 the full control effect; nearly all actives have a fitted effect of over 50% in size
GLS inh: glutaminase GLS (human) inhibition | O94925 | GLS enzymatic activity, qHTS titration | Potency, µM (top dose mostly 45.5 µM), without a hit: at the highest dose activity change, negative = inhibition, most hits filed as inhibitors | 410,000 compounds, 0.21% hits | AID 624170; further: potency means the concentration at half of the fitted maximal effect; on the % scale 0 is the no-effect control and ±100 the full control effect
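Read-out is an Amplex red fluorescence increase coupled through glutamate oxidase and HRP, measured before and after 30 min room-temperature incubation. hKGA is in 45 mM KH2PO4 (pH 8.2) with 0.02% Tween-20; glutamine added as 1mM solution.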
BAZ2B inh: inhibitors of human BAZ2B bromodomain | Q9UIF8 | AlphaScreen BAZ2B-H3K14Ac peptide displacement | Potency, µM (highest dose often 114 µM), for inactives: at the top dose activity change, negative = inhibition, hits mostly inhibitors | 360,000 compounds, 4.4% hits | AID 504333; further: potency means the concentration at half of the fitted maximal effect; on the % scale 0 is the no-effect control and ±100 the full control effect; nearly all actives have a fitted effect of over 60% in size
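AlphaScreen displacement of biotin-H3(5-23)K14Ac peptide (50 nM final) from BAZ2B (50 nM final) in PBS pH 7.4, 0.01% Tween-20; complex preformed 30 min RT, then compounds (top 110 uM) 30 min RT, beads 20 min dark.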
* marks the source's active call; other numbers are inactive results; i = inactive; ? = inconclusive; / = not tested or not shown; [ ] = another dose, or the depositor's remark. Unless noted, the call rests on the fitted dose curve; in most records, active means well fitted curve in the direction sought with a large enough effect; inconclusive means small, poorly fitted or top-dose-only effect, or another doubt; inactive means no such curve, though single readings can be large; an effect the other way counts as inactive or inconclusive.

1: COc1ccc(CN2CCC(CO)(CCOc3ccccc3)CC2)cc1C
2: Cc1[nH]c(=O)[nH]c(=O)c1S(=O)(=O)N1CCC(C(=O)N2CCN(Cc3ccccc3)CC2)CC1
3: CC(C)c1ccc(C2c3[nH]c4ccccc4c3C[C@H]3C(=O)N(c4ccccc4C(=O)N4CCC[C@@H]4C(=O)O)C(=O)N23)cc1 (stereo partly specified)
4: N#Cc1ccc(S(=O)(=O)N2CCc3[nH]c4ccc(F)cc4c3C2)cc1
5: Cc1csc(NC(=O)CN2CCCCCC2)n1
6: Cn1c(=O)n(CC(=O)O)c(=O)c2c1nc1n2CCCN1Cc1ccccc1
entry no.	1	2	3	4	5	6
PI4K2A inh	6	3	-6	1	10	-3
Tb PGK inh	2%	2%	i	11%	-5%	i
HP1b chromo inh	14%	28%	-5%	8%	?	32%
ERG-DNA inh	-2%	-5%	5%	1%[15.4 µM]	4%	2%
Pin1 inh	-3%	-10%	-17%	1%	-18%	-1%
G9a inh	-14%	-38%[59 µM]	13%[12.7 µM]	0%	/	-3%[0.501 µM]
JMJD2A Tudor	-13%	1%	-33%	-25%	1.6µM*	-20%
GLS inh	13%	6%	20%	-1%	24%	3%
BAZ2B inh	-3%	4%	-22%	-24%	50µM*	-28%

7: O=C1NC2(CCCCCC2)C(=O)N1CCS(=O)(=O)Oc1ccccc1
8: Cc1sc2ncnc(SCC#N)c2c1C
9: CCOC(=O)N1CCN(C(=O)CSCc2nc(-c3ccccc3F)oc2C)CC1
10: CCN1c2ccccc2-c2nc(SCC(=O)Nc3cc(C)c(Cl)cc3OC)ncc2S1(=O)=O
11: COc1ccc(Oc2cc(F)nc(N)n2)cc1
12: COc1ccccc1/C=N/NC(=O)c1nnn(-c2nonc2N)c1CN(C)c1ccccc1
entry no.	7	8	9	10	11	12
PI4K2A inh	-2	1	-1	0	7	7
Tb PGK inh	0%	8%[11.5 µM]	-6%	i	-6%	1%
HP1b chromo inh	13%	18%	1%	?	15%	9%
ERG-DNA inh	-9%	/	-1%	5%	-3%	-5%
Pin1 inh	0%	?	1%	30%[activator]	-9%	15%
G9a inh	-3%	7%[59 µM]	47%[59 µM]	-40%[59 µM]	52%[activator][59 µM]	24%
JMJD2A Tudor	-6%	-15%	3%	-24%	-10%	-34%
GLS inh	-6%	-8%	/	-14%	-2%	21%
BAZ2B inh	-3%	16%	-6%	-13%	-1%	-23%

13: COc1cccc(N2CCN(C(=O)c3cnn(C(C)(C)C)c3C3CCN(C(=O)OC(C)(C)C)CC3)CC2)c1
14: O=CN1CCN(S(=O)(=O)c2ccc(S(=O)(=O)NC3CCCCC3)cc2)CC1
15: COc1ccc(C2CC23N=C(c2ccccc2)OC3=O)cc1 (stereo unspecified)
16: CC(C)c1cc(C(=O)NCc2ccco2)no1
17: O=C(c1cc(-c2ccc(Cl)cc2)on1)N(Cc1ccc(F)cc1)Cc1ccco1
18: COc1ccc(/C=N/NC(=O)Cn2ccnc2C)cc1OC
entry no.	13	14	15	16	17	18
PI4K2A inh	2	-4	6	-2	0	-1
Tb PGK inh	-12%	10%	-4%	-4%	-5%	-2%
HP1b chromo inh	-8%	6%	92%[activator]	28%	64%[activator]	15%
ERG-DNA inh	13%	5%	-2%	-1%	-1%	0%
Pin1 inh	-9%	2%	-5%	?	-4%	-7%
G9a inh	?	45µM*	-5%[59 µM]	?	13%[59 µM]	7%
JMJD2A Tudor	-26%	-1%	15%	-26%	4%	-7%
GLS inh	-1%	0%	?	-13%	-9%	5%
BAZ2B inh	2%[57.1 µM]	7%	4%	?	11%	-3%

19: COc1ccccc1C(=O)NCC(=O)n1nc(C)cc1C
20: Cc1cc(C=C2C(=O)c3ccccc3C2=O)c(C)n1-c1cccc(C(=O)O)c1
21: CCCOc1ccc2ccccc2c1/C=N/n1cnnc1
22: CCc1ccc(C(=O)COC(=O)c2ccc(-c3nnc(-c4ccccc4)o3)cc2)cc1
23: CC(C)=CCC(C)(C)C1OCCN1C(=O)Nc1ccccc1 (stereo unspecified)
24: COC(=O)c1ccc(Cn2nc(C)cc2C)cc1
entry no.	19	20	21	22	23	24
PI4K2A inh	-3	-14	3	-9	1	-2
Tb PGK inh	-8%	i	i	-1%	2%	1%
HP1b chromo inh	33%[activator]	-15%	5%	26%	18%	-9%
ERG-DNA inh	9%	13%	/	-2%	-5%	2%
Pin1 inh	-7%	?	-1%	1%	3%	?
G9a inh	22%[59 µM]	40µM*	0%[59 µM]	-6%	-18%[59 µM]	0%[59 µM]
JMJD2A Tudor	-8%	-38%	-5%	-13%	-7%	?
GLS inh	10%	9%	-3%	-9%	-7%	-2%
BAZ2B inh	7%	?	11%	0%	3%	-3%

Among those listed so far, these contain two or more sulfur atoms.
8: Cc1sc2ncnc(SCC#N)c2c1C
10: CCN1c2ccccc2-c2nc(SCC(=O)Nc3cc(C)c(Cl)cc3OC)ncc2S1(=O)=O
14: O=CN1CCN(S(=O)(=O)c2ccc(S(=O)(=O)NC3CCCCC3)cc2)CC1
entry no.	8	10	14
PI4K2A inh	1	0	-4
Tb PGK inh	8%[11.5 µM]	i	10%
HP1b chromo inh	18%	?	6%
ERG-DNA inh	/	5%	5%
Pin1 inh	?	30%[activator]	2%
G9a inh	7%[59 µM]	-40%[59 µM]	45µM*
JMJD2A Tudor	-15%	-24%	-1%
GLS inh	-8%	-14%	0%
BAZ2B inh	16%	-13%	7%

The results go on:
25: COc1ccccc1N1CCN(C(=O)CCCNC(=O)Cn2cnc3sc(C)c(C)c3c2=O)CC1
26: COc1ccccc1-c1cc(C(=O)Nc2sc3c(c2C#N)CCCC3)no1
27: CCOc1ccc(S(=O)(=O)N(CC(=O)NCCSCc2ccccc2)c2ccccc2)cc1
28: CN(C)S(=O)(=O)c1ccc(NC(=O)C2CC(=O)N(Cc3ccccc3Cl)C2)cc1 (stereo unspecified)
29: O=C(/C=C/c1ccccn1)c1ccc(Br)cc1O
30: CCc1cccc(NC(=O)c2cc3c(=O)[nH]c4ccccc4c3n2C)c1
entry no.	25	26	27	28	29	30
PI4K2A inh	3	3	-5	-5	4	-4
Tb PGK inh	i	i	i	-8%	2%	-1%
HP1b chromo inh	18%	?	14%	-5%	5%	12%
ERG-DNA inh	1%	5%	-5%	3%	-5%	10%
Pin1 inh	6%	8%	2%	-11%	-3%	1%
G9a inh	-2%[59 µM]	3.2µM*	7%[59 µM]	-10%	?	-20%[59 µM]
JMJD2A Tudor	-9%	-9%	10%	-12%	-28%	-25%
GLS inh	2%	2%	-16%	0%	0%	11%
BAZ2B inh	4%	-10%	2%	4%	-30%	/

31: COc1ccccc1C(=O)NCC(=O)N/N=C/c1cccc(Cl)c1
32: Cn1c(=O)c(C(=O)c2ccc(S(C)(=O)=O)c(Cl)c2Cl)c(O)c2ccccc21
33: Cc1ccc(-c2nc(CS(=O)(=O)CC(=O)N3CCc4ccccc4C3)c(C)o2)cc1
34: COc1ccc(N2CCN(C(=O)c3oc4ccccc4c3NC(=O)c3ccccc3OC)CC2)cc1
35: CCOc1ccc(C2C(C(=O)Nc3ccc(OC)cc3)=C(C)Nc3nc(CCCO)nn32)cc1 (stereo unspecified)
36: CCOC(=O)c1ccc(N2C(=O)CC(C3CCCO3)C2=O)cc1 (stereo unspecified)
entry no.	31	32	33	34	35	36
PI4K2A inh	1	0	-2	-7	0	-19
Tb PGK inh	i	7%	-5%	i	-8%	-6%
HP1b chromo inh	47%[activator]	23%	21%	14%	48%[activator]	20%
ERG-DNA inh	2%	-2%	8%	5%	6%	-1%
Pin1 inh	-7%	-2%	9%	-3%	-1%	-1%
G9a inh	4%	/	?	5.6µM*	-17%[59 µM]	12%[59 µM]
JMJD2A Tudor	-1%	-11%	-12%	?	-7%	-14%
GLS inh	-4%	2%	-3%	-6%	25%	2%
BAZ2B inh	-12%	/	-27%	-18%[57.1 µM]	-10%	5%

37: CS(=O)(=O)N(CC(=O)Nc1cccc(F)c1)Cc1ccccc1
38: O=C(NCC1CCN(Cc2ccccc2F)CC1)Nc1cccc(Br)c1
39: CCC[C@@H]1C[C@@H](C(=O)N[C@H]([C@@H](C)O)[C@H]2O[C@H](SC)[C@H](O)[C@@H](O)C2O)N(C)C1 (stereo partly specified)
40: COc1cc(-c2nnc(COC(=O)c3ccc(C)o3)o2)cc(OC)c1OC
41: CCOC(=O)c1ccc(NC(=O)CN2C(=O)NC3(CCCCCCC3)C2=O)cc1
42: NNC(=O)c1ccc(COc2cccc3ccccc23)o1
43: COc1cc(NC(=O)CCc2c(C)nn(-c3ccc4nncn4n3)c2C)cc(OC)c1OC
entry no.	37	38	39	40	41	42	43
PI4K2A inh	3	-3	-5	-5	-1	-1	-6
Tb PGK inh	-3%	-4%	-4%	-19%	-8%	7%	-4%
HP1b chromo inh	21%	-6%	23%	-2%	19%	39%[activator]	23%[57 µM]
ERG-DNA inh	-1%	-6%	7%	/	0%	1%	-3%
Pin1 inh	-4%	-5%	-7%	-1%	-7%	0%	-1%
G9a inh	?	11%	?	16%[12.7 µM]	4%[12.7 µM]	/	1%[59 µM]
JMJD2A Tudor	-9%	-24%	-2%	-17%	-19%	-23%	4%
GLS inh	-1%	0%	-10%	-10%	0%	16%	6%
BAZ2B inh	-2%	4%	-16%	-38%	-7%	-12%	0%
